SW480 rerep – A quantitative high throughput screen for small molecules that induce DNA re-replication in SW480 colon adenocarcinoma cells; Potency, µM (doses to about 46.1 µM), for inactives: at the highest dose re-replication activation, actives largely listed as activators; SW480 DNA re-replication, Hoechst DNA content imaging, 48 h; hit rate 1.8% among 340,000; note: potency is the fitted concentration of half-maximal effect; % of control where 0% means no effect; nearly all actives have a fitted effect of over 55% in size
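SW480 cells exposed to compounds for 48 hr at 37 C, 5% CO2, then Hoechst-stained 40 min. Nuclear DNA content imaged by fluorescence scanning (405 nm excitation, 500-530 nm emission); re-replication scored as increased high-intensity nuclei.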
ATXN viability – Viability Counterscreen for Primary qHTS for Inhibitors of ATXN expression; AID 651635, 2014; S2 cells (HEK-293 line with an ATXN2-luciferase reporter) viability, CellTiter-Fluor protease fluorescence, 24 h; hit rate 0.49% among 400,000; Potency, µM (titrated, usually from 56.7 µM), hits mostly cytotoxic; note: potency is the fitted concentration of half-maximal effect; nearly all actives have a fitted effect of over 40% in size
ATXN2 expr inh – Primary qHTS for Inhibitors of ATXN expression; HEK-293 ATXN2-luciferase reporter, luminescence, 24 h; Potency, µM (titrated, usually from 57 µM), for inactives: top-dose activity change, negative = inhibition, usual class: inhibitors; hit rate 0.72% among 360,000; AID 1745845, 2022; note: potency is the fitted concentration of half-maximal effect; % is set by controls: 0 for no effect and ±100 for the full control effect; nearly all actives have a fitted effect of over 55% in size
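qHTS (up to 57 uM final) was run with 24 h compound exposure of reporter cells at 37 °C. Each well was multiplexed: SteadyGlo luminescence measured ATXN2-luciferase expression after a fluorogenic Gly-Phe-AFC viability readout (25 uM final).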
KB-3-1 tox – qHTS assay for MDR1-selective chemotherapeutics: Primary screen using the parental adenocarcinoma cell KB-3-1 | KB-3-1 viability, CellTiter-Glo ATP luminescence, 72 h | Potency, µM (doses to about 46.1 µM), inactives show top-dose activity change, negative = cytotoxic, usual class: cytotoxic | hit rate 1.4% among 400,000; note: potency is the fitted concentration of half-maximal effect; % is set by controls: 0 for no effect and ±100 for the full control effect; nearly all actives have a fitted effect of over 60% in size
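Cytotoxicity in the drug-sensitive parental line KB-3-1 was scored as loss of CellTiter-Glo luminescence following 72 h incubation with compound. Values come from curve fitting of normalized concentration-response data.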
HT1080-NT tox – qHTS for induction of synthetic lethality in tumor cells producing 2HG: qHTS for the HT-1080-NT fibrosarcoma cell line. HT-1080-NT fibrosarcoma viability, CellTiter-Glo ATP luminescence, 48 h. AID 686970, 2013. hit rate 1.6% among 360,000. Potency, µM (titrated, usually from 46.1 µM), without a hit: at the top dose activity, negative = less viability, usual class: cytotoxic;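 note: NT is the 2HG producing partner of a matched IDH1 knockdown line; potency is the fitted concentration of half-maximal effect; 0% = DMSO-treated cells and -100% = media-only wells without cells; nearly all actives have a fitted effect of over 55% in size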
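HT-1080-NT fibrosarcoma cells (2HG-overproducing), 750 cells/well in RPMI with 5% FBS, dosed after 2 h and incubated 48 h at 37C. CellTiter-Glo luminescence normalized to DMSO and no-cell wells; concentration-response curves fitted and classed.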
MCF10A rerep – A quantitative high throughput screen for small molecules that induce DNA re-replication in MCF 10a normal breast cells. Potency, µM (titrated, usually from 46.1 µM), inactives show at the highest dose activity, positive = re-replication, most hits filed as activators. hit rate 2.9% among 350,000. MCF 10A DNA re-replication, Hoechst nuclear intensity, 48 h; note: potency is the fitted concentration of half-maximal effect; % of control where 0% means no effect; nearly all actives have a fitted effect of over 50% in size
IL-1B inflam inh – qHTS for Inhibitors of Inflammasome Signaling: IL-1-beta AlphaLISA Primary Screen. THP-1 LPS/ATP IL-1B secretion, AlphaLISA, 16 h; active compounds read low. activity change, % at 57.5 µM. hit rate 4.7% among 360,000. AID 743279, 2014; in the data active = activity change below about -50%; inconclusive = mostly about -30% to -49%; note: % is set by controls: 0 for no effect and ±100 for the full control effect
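Secreted IL-1B measured by AlphaLISA bead assay after 16 h compound exposure of THP-1 cells; compounds (final up to 57.5 uM) added 1 h before LPS (250 ng/mL) and ATP (1.25 mM) stimulation; lower signal means less secretion.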
HT1080 IDH1KD tx – qHTS for induction of synthetic lethality in tumor cells producing 2HG: qHTS for the HT-1080-IDH1KD cell line; HT-1080 IDH1 knockdown viability, ATP luminescence, 48 h; Potency, µM (doses to about 46.1 µM), without a hit: at the highest dose activity, negative = toxicity, actives largely listed as cytotoxic; hit rate 2% among 360,000;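 note: potency is the fitted concentration of half-maximal effect; 0% = DMSO wells and -100% = cell-free medium wells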
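Luminescent ATP read-out (CellTiter-Glo, 10 min at room temperature) after 48 h compound exposure at 37 °C gave viability of IDH1-knockdown HT-1080 cells. Activity was normalised to DMSO and cell-free wells, then fitted as concentration-response curves.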
KB-V1 cytotox – qHTS assay for MDR1-selective chemotherapeutics: Primary screen using the drug-selected MDR subline cells KB-V1; KB-V1 MDR cells viability, CellTiter-Glo, 72 h; Potency, µM (titrated, usually from 46.1 µM), for inactives: top-dose activity change, negative = cytotoxicity, actives largely listed as cytotoxic; hit rate 3.4% among 400,000; AID 1347076, 2019; note: potency is the fitted concentration of half-maximal effect; % is set by controls: 0 for no effect and ±100 for the full control effect; nearly all actives have a fitted effect of over 60% in size
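KB-V1, DMEM (no phenol red) + 10% FBS; cpd pin-transferred, titration series; 72 h, 37 degrees C; CellTiter-Glo, luminescence. Data normalized, curve-fit.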
* hit, by the source's call; i = inactive; ? = inconclusive; nt = no result given; & = joins results of further samples; [ ] = another dose, or the depositor's remark. Unless noted, calls come from the whole dose curve; as a rule, active = well fitted curve in the direction sought with a large enough effect; inconclusive = small, poorly fitted or top-dose-only effect, or another doubt; inactive = no such curve, though single readings can be large; an effect the other way counts as inactive or inconclusive.

SMILES	SW480 rerep	ATXN viability	ATXN2 expr inh	KB-3-1 tox	HT1080-NT tox	MCF10A rerep	IL-1B inflam inh	HT1080 IDH1KD tx	KB-V1 cytotox
Cc1ccc(C)c(N(CC(=O)NCCC2=CCCCC2)S(C)(=O)=O)c1	3.8%	i	-8.6%	-9.5%	5.1%	-13.0%	-6.4	-5.0%	-3.4%
CCCN=C1CC(C)(C)CC(=O)/C1=C(/O)CCCN1C(=O)c2ccccc2C1=O	0.9%	i	17.2%	5.1%	0.4%	0.2%	-3.6	2.0%	?
CCOC(=O)N1CCC(NC(=O)Cn2cc3c(n2)CCC(C)C3)CC1 (centres undefined)	-3.3%	i	11.3%	6.3%	10.4%	0.9%	15.0	10.2%	-1.0%
O=C(c1ccc(Cl)c([N+](=O)[O-])c1)N1CCN(c2ccccn2)CC1	2.9%	i	0.7%	10.1%	4.5%	3.6%	0.0	5.3%	?
COc1ccc(Nc2oc(-c3ccc(Cl)cc3)nc2C#N)cc1	?	i	0.9%	4.61µM*	?	16.4µM*	-15.0	?	?
Fc1ccc(OCCCn2ccnc2)cc1	-1.1%	i	-1.4%	16.1%	9.2%	-2.4%	-3.2	6.7%	21.3%
CC1(N2CCOCC2)CC2(O)C(=[N+]1[O-])CCc1c2no[n+]1[O-] (centres undefined)	2.9%	i	-18.5%	-8.8%	-4.2%	-0.9%	-13.5	-2.0%	-9.2%
COc1ccc(Cl)cc1NC(=O)CN1CCN(Cc2ccccc2)CC1	-0.6%	i	-21.3%	-7.4%	-16.6%	?	-14.8	-2.0%	?
Cc1cccc(OCc2nc(-c3ccc(Br)o3)no2)c1	-11.1%[1.84 µM]	i	31.2%	-5.0%	-3.3%	-1.2%	-4.0	-7.1%	-1.3%
COc1cc(C2c3cc4c(cc3OC(N3CCCCC3)C2C)OCO4)cc(OC)c1O (centres undefined)	?	?	-27.2%	?	-10.5%	?	25.3	-21.4%	?
Cc1cc(=O)n2nc(N3CCC(C(=O)NCc4ccccc4F)CC3)sc2n1	?	i	-2.1%	1.3%&2.5%	-2.9%	?	-9.7	-3.9%	0.0%&0.0%
COc1ccc(C(=O)N/N=c2\oc3ccccc3cc2C(N)=O)cc1	-1.4%	i	9.8%	?	8.1%	6.2%	-21.2	17.2%	-15.6%
Cc1ccc(C(c2nnnn2CCc2ccccc2)N2CCSCC2)cc1 (centres undefined)	2.1%	i	1.9%	-16.4%	-0.7%	2.1%	-18.0	0.3%	?
COC(=O)c1ccc(Oc2nc(N(C)C)nc(N3CCOCC3)n2)cc1	4.5%[9.22 µM]	i	2.3%	-7.2%	2.5%	-1.0%	5.1	9.4%	-0.2%
Cc1c(Cc2ccccc2)c(NCCN(C)C)n2c(nc3ccccc32)c1C#N	29.1µM*	i	-29.8%	1.9%	-8.0%	23.1µM*	-70.9*	0.9%	?
CCC(=O)N(C)C[C@H]1Oc2cc(-c3cccnc3)ccc2S(=O)(=O)N([C@H](C)CO)C[C@H]1C	nt	i	3.9%	0.1%	-1.7%	nt	-19.6	9.7%	6.9%
O=C(Nc1cccc(CCc2ccccn2)c1)c1cc(F)c(F)cc1Cl	-0.9%	i	-8.1%	15.4%	23.6%	7.2%	-29.5	3.2%	-5.8%
CC(=O)C1=NOC(CNc2ncc(C(F)(F)F)cc2Cl)C1 (centres undefined)	-4.2%	i	33.4%[activator]	6.0%	-0.9%	-3.3%	8.3	5.6%	7.0%
CC(C)CN(C(=O)CN1CCN(c2cccc(Cl)c2)CC1)c1c(N)n(CC(C)C)c(=O)[nH]c1=O	-62.7%[inhibitor]	i	3.6%	7.0%	14.5%	1.0%	13.8	3.3%	-0.5%
COc1ccc(CCN2CCCC(CN(C)Cc3cccc(OC)c3)C2)cc1 (centres undefined)	0.3%	i	-23.0%	1.2%	?	4.7%	-14.7	?	10.0%
CCOC(=O)c1nn(-c2ccc(OC)cc2)c(=O)c2c(N)scc12	4.9%	i	-11.3%	1.9%	-4.3%	-6.8%	-3.7	-15.2%	-2.4%
COc1ccc([C@H]2[C@H](C(=O)OC(C)(C)C)N3N=Cc4ccccc4C3C23C(=O)c2ccccc2C3=O)c(OC)c1 (some centres undefined)	?	i	4.3%	?	-5.8%	7.3%	-12.0	-7.8%	?
O=C(NCCn1cccn1)c1ccc(OC2CCN(C(=O)C3CC3)CC2)cc1	-22.9%	i	6.7%	3.7%	-1.2%	-1.7%	-1.4	0.5%	7.0%
CCOC(=O)/C(C#N)=C\C1=C(N2CCCC2)CC(C)(C)OC1	3.2%	?	-8.2%	-0.4%	12.3%	-1.4%	9.6	8.4%	10.1%
COc1cc(C=O)ccc1OCCCOc1ccccc1C(=O)O	-0.5%	i	-37.7%	-2.7%	13.4%	16.9%	3.5	0.0%	-12.3%
CCOc1ccc(NC(=O)CSc2nnc(C)n2CC)cc1	-8.7%	i	-0.9%	-1.0%	12.4%	-2.6%	20.1	9.8%	?
c1ccc(C(c2ccccc2)N2CCN(Cc3nc(-c4cnccn4)no3)CC2)cc1	-11.4%	i	5.4%	-28.8%	8.1%	3.5%	2.5	-0.6%	0.3%
CCOc1ccc(NC(C(=O)Nc2cccc(C(C)=O)c2)c2ccccc2)cc1 (centres undefined)	3.4%	i	-11.0%	3.5%	-2.7%	14.9%	0.0	1.4%	0.0%
NC(=O)c1ccc(-c2ccccc2F)cc1	-3.7%	i	nt	0.2%	7.4%	-1.8%	-2.7	3.8%	-11.7%
CNC(=O)C(=O)NCC(c1cccs1)S(=O)(=O)c1ccc(F)cc1 (centres undefined)	-1.4%	i	15.1%	1.7%	9.1%	0.0%	19.2	-13.7%	17.9%
Cc1noc(C)c1C(=O)NCCc1ccccc1	-4.4%	i	5.2%	-2.2%	12.5%	-4.0%	-4.9	9.8%	5.7%
Cn1c(CSc2nc3ccccc3s2)n[nH]c1=S	-5.5%	i	-19.1%	-11.0%	5.6%	-1.2%	12.8	8.0%	25.3%
Cc1ccc(CNC(=O)CNC(=S)N(Cc2ccccc2)Cc2cccnc2)cc1	8.9%	i	-9.1%	-0.9%	-16.6%	25.9%	?	-13.9%	-19.0%
C=CCn1cccc(C(=O)Nc2ccc(OC)c(OC)c2)c1=O	-3.7%	i	-13.7%[11.3 µM]	13.1%	18.4%	1.3%	10.0	-14.3%	-12.0%
COc1ccc(CNc2nc3nc(-c4ccccc4)cc(=O)n3[nH]2)cc1OC	-3.9%	i	-25.8%	20.5%	28.6%	-2.2%	11.1	15.5%	57.3%
CC1=C(C(=O)Nc2ccccc2C)C(c2ccncc2)n2nc(SCc3ccccc3Cl)nc2N1 (centres undefined)	nt	i	14.3%	-4.0%	nt	nt	nt	nt	0.0%
O=C(NCc1ccccc1)C(Cc1ccccc1)NS(=O)(=O)c1cccc2nsnc12 (centres undefined)	?	i	5.7%	0.1%	7.1%	15.9%	-1.9	15.7%	?
Cc1cccc(C)c1NC(=O)CN(C)C(=O)C1CCN(c2ncnc3sc(C)c(C)c23)CC1	5.6%	i	3.8%	5.2%	-12.4%	4.5%	-5.9	-10.7%	?
COc1ccc(NC(=O)CCC(=O)Nc2cc(OC)c(NC(=O)c3ccco3)cc2OC)c(OC)c1	25.0%	i	-5.9%	2.3%	?	?	26.9	15.5%	-11.7%
C[C@H]1COc2cccc(N3CCN(Cc4ccccc4F)CC3)c2S(=O)(=O)N1	nt	i	-10.4%	20.0%	16.0%	nt	21.0	8.2%	12.8%

A draw from above in order of SMILES length, descending:
SMILES	SW480 rerep	ATXN viability	ATXN2 expr inh	KB-3-1 tox	HT1080-NT tox	MCF10A rerep	IL-1B inflam inh	HT1080 IDH1KD tx	KB-V1 cytotox
COc1cc(C=O)ccc1OCCCOc1ccccc1C(=O)O	-0.5%	i	-37.7%	-2.7%	13.4%	16.9%	3.5	0.0%	-12.3%
Cn1c(CSc2nc3ccccc3s2)n[nH]c1=S	-5.5%	i	-19.1%	-11.0%	5.6%	-1.2%	12.8	8.0%	25.3%
Cc1noc(C)c1C(=O)NCCc1ccccc1	-4.4%	i	5.2%	-2.2%	12.5%	-4.0%	-4.9	9.8%	5.7%

Next section
SMILES	SW480 rerep	ATXN viability	ATXN2 expr inh	KB-3-1 tox	HT1080-NT tox	MCF10A rerep	IL-1B inflam inh	HT1080 IDH1KD tx	KB-V1 cytotox
COc1cc(NS(=O)(=O)c2ccc(NC(=S)NC(=O)c3ccccc3)cc2)nc(OC)n1	-6.5%	i	-5.9%	-4.9%	-0.8%	-1.5%	21.1	-5.3%	25.1%
CCC(Oc1ccccc1)C(=O)Nc1nnc(C(F)(F)F)s1 (centres undefined)	-5.0%	i	2.2%	-7.1%	?	?	4.3	-29.9%	?
CCOC(=O)C1(CCOc2ccccc2)CCN(Cc2ccc(-n3cccn3)cc2)CC1	?	?	nt	0.1%	?	?	4.4	?	?
CC(C)Cn1cnc2c1c(=O)n(CC(=O)Nc1ccc3c(c1)OCO3)c(=O)n2Cc1ccccc1	0.6%	i	-6.8%	14.9%	-9.8%	-10.6%	21.0	-15.8%	-25.9%
CCOC(=O)c1c(N)c(C#N)cn1-c1ccccc1	-16.7%	i	4.8%	-5.9%	1.3%	-5.0%	-4.9	-22.0%	1.6%
Cc1ccc(N/C=C2\C(=O)C3(C)CCC2C3(C)C)cc1C (centres undefined)	-32.8%[inhibitor]	i	-6.3%	-16.3%	-7.2%	?	3.4	-3.0%	-1.9%
CCOC(=O)[C@H]1[C@H]2COc3ccc(Cl)cc3[C@@H]2N2C(=O)CN(C)C(=O)[C@@]12C	0.9%	i	5.4%	10.4%	20.1%	-8.4%	14.0	8.0%	14.0%

High-throughput results (PubChem BioAssay)

Not a hit list; about 11% have a hit in one of these screens.
